Compound activity as filed in PubChem.
PME-1 inh: blocks human protein phosphatase methylesterase 1 | Q9Y570 | recombinant PME-1, FP-Rh probe fluorescence polarization | inhibition, % at 5.9 µM | actives 0.53% (n = 320,000) | AID 2130;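 active means inhibition above the campaign mean of all compounds plus 3 SD, cut at about 26% in these data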;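 further: competitive labeling of PME-1 active site by serine hydrolase directed probe; 0% = PME-1 with DMSO and 100% = wells lacking PME-1 enzyme; inhibitors block probe labeling so polarization falls and inhibition rises; many of its hits are not listed in these tables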
GSTO1 inh: counter-screen for RBBP9 inhibitors: inhibitors of human GSTO1; inhibition, % at 5.96 µM; recombinant GSTO1, activity-based probe fluorescence polarization; actives 1.1% (n = 300,000); AID 1974; P78417;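 active means inhibition above the campaign mean inhibition plus 3 SD, cut at about 35% in these data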;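 further: 0% = GSTO1-1 with DMSO and 100% = wells lacking GSTO1-1 enzyme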
PAD4 FP inh: inhibitors of human PAD4. actives 0.41% (n = 330,000). recombinant PAD4, RCA probe fluorescence polarization. AID 485272. inhibition, % at 6.36 µM;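 active means percent inhibition above a cutoff equal to the mean of all tested compounds plus 3 SD, cut at about 15% in these data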;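 further: 0% = PAD4 with RCA probe and DMSO and 100% = probe without PAD4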
Target sequence (Q9UM07 whole entry, looked up): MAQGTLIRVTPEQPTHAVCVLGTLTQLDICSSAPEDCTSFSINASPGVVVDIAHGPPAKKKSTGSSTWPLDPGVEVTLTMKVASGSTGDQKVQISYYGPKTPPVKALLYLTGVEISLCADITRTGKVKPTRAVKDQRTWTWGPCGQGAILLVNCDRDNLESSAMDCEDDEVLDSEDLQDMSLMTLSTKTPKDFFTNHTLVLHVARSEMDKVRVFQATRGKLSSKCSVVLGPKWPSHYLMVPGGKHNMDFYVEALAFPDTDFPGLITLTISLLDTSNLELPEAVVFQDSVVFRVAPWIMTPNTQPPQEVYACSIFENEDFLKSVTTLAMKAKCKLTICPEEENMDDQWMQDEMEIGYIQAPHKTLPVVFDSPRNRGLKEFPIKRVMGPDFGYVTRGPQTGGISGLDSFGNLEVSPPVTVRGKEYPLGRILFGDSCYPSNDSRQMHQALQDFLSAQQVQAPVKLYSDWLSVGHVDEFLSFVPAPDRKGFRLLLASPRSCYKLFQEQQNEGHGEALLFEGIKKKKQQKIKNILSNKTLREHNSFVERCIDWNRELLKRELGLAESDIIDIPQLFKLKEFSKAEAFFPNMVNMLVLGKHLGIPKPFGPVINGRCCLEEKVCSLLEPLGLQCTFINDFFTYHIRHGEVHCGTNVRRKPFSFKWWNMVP
Fam108B inh: blocks mouse Fam108B hydrolase in RBBP9 counter-screen; recombinant Fam108B, FP-Rh probe fluorescence polarization; inhibition, % at 9.51 µM; actives 0.33% (n = 300,000); AID 1947;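 active means inhibition above the screen mean inhibition plus 3 SD, computed separately per campaign, cut at about 18% in these data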;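 further: inhibitors lower polarization as less probe binds the enzyme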
PAFAH2 FP inh: inhibitors of human PAFAH2; Q99487; recombinant PAFAH2, FP-rhodamine activity probe, fluorescence polarization; inhibition, % at 3.39 µM; actives 0.99% (n = 340,000); AID 492956;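 active means inhibition above the mean over all tested compounds plus 3 SD, cut at about 30% in these data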;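 further: inhibitors block probe labeling of enzyme so polarization drops; 0% = enzyme with DMSO and 100% = wells lacking PAFAH2 protein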
PAFAH1B2 inh: blocks human PAF acetylhydrolase 1b catalytic subunit 2 | recombinant PAFAH1B2, FP-rhodamine activity probe, fluorescence polarization | inhibition, % at 3.39 µM | actives 1.2% (n = 340,000);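 active means inhibition above the mean of all tested compounds plus 3 SD, cut at about 24% in these data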;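 further: 0% = enzyme with DMSO and 100% = wells lacking PAFAH1B2; many of its hits are not listed in these tables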
Target sequence (P68402 whole entry, looked up): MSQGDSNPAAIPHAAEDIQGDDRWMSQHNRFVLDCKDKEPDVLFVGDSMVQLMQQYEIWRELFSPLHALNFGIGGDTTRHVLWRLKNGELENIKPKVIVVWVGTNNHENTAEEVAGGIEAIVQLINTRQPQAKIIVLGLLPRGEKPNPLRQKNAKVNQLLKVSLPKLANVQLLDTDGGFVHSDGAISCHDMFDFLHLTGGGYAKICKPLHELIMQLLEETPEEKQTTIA
LYPLA1 inh: blocks human lysophospholipase 1, a PME1 counter-screen | O75608 | actives 0.16% (n = 320,000) | inhibition, % at 5.9 µM | recombinant LYPLA1, FP-Rh probe fluorescence polarization;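 active means inhibition above the mean of all tested compounds plus 3 SD, set per campaign, cut at about 14% in these data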;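 further: inhibitors block serine hydrolase probe labeling of LYPLA1 so polarization falls; 0% = enzyme with DMSO and 100% = wells lacking LYPLA1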
PAFAH1B3 FP inh: blocks human PAF acetylhydrolase 1B catalytic subunit 3; Q15102; recombinant PAFAH1B3, FP-rhodamine probe, fluorescence polarization; inhibition, % at 3.39 µM; actives 0.28% (n = 340,000); AID 492972;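 active means inhibition above the screen-wide average of all tested compounds plus 3 SD, cut at about 25% in these data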;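 further: 0% = enzyme with DMSO only and 100% = wells lacking PAFAH1B3 protein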
pPAFAH FP inh: inhibitors of human plasma PAF acetylhydrolase (pPAFAH); Q13093; recombinant pPAFAH, FP-rhodamine probe fluorescence polarization; inhibition, % at 3.39 µM; actives 1.5% (n = 330,000); AID 463082;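 active means inhibition above the mean inhibition across the screen plus 3 SD, cut at about 25% in these data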;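 further: inhibitors block binding of the rhodamine activity-based probe so polarization drops; 0% = enzyme with DMSO and 100% = wells lacking pPAFAH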
Starred values were filed as active, the others as inactive; x = no result given. These rows are one share of the data. The share of hits here may be higher or lower than overall.

nr	SMILES	pPAFAH FP inh	PAFAH1B3 FP inh	PAFAH1B2 inh	PAFAH2 FP inh	PAD4 FP inh
1	CCc1cc(C(=O)OC)c(NC(=O)CSc2nccn2C)s1	6	3	-1	-3	0
2	Cc1cc(C)c(C#N)c(SCc2ccc([N+](=O)[O-])cc2)n1	6	5	1	-1	1
3	Cc1ccc(C)c(S(=O)(=O)N2CCCOC2CNC(=O)C(=O)NCc2cccs2)c1 (centres undefined)	6	-1	9	4	2
4	CNC(=O)c1cc2cc(Cl)cc(OC)c2oc1=O	0	7	1	2	1
5	CCOc1ccc(S(=O)(=O)N2CCCC2)cc1	-1	9	3	6	-5
6	C/C(=N/NC(=O)C(O)(c1ccccc1)c1ccccc1)c1ccc([N+](=O)[O-])o1	6	3	12	10	-7
7	Cc1cc2c(c(=O)n1CCCn1ccnc1)C(c1ccco1)C(C#N)=C(N)O2 (centres undefined)	2	6	-1	-8	0
8	CCc1c(C)nc(N2CCN(c3ccccc3)CC2)[nH]c1=O	2	0	3	-6	-7
9	Cc1ccccc1N(CC(=O)NCCc1ccccc1)C(=O)c1csnn1	0	6	2	-2	-2
10	NC(=O)CC(NSc1ccccc1[N+](=O)[O-])C(=O)O (centres undefined)	5	4	5	8	7

nr	PME-1 inh	LYPLA1 inh	Fam108B inh	GSTO1 inh
1	5	-4	5	0
2	-2	1	0	2
3	1	0	-4	3
4	-2	0	1	3
5	0	3	1	-3
6	-3	1	0	11
7	1	5	-4	3
8	5	0	1	-2
9	3	6	2	7
10	-1	1	-4	11

Further records.
nr	SMILES	pPAFAH FP inh	PAFAH1B3 FP inh	PAFAH1B2 inh	PAFAH2 FP inh	PAD4 FP inh
11	CCn1cc(CNCc2cn[nH]c2-c2cc3ccccc3o2)cn1	2	9	0	-2	-3
12	CC(C)CN(CCCNC(=O)CC1Oc2ccccc2NC1=O)CC(C)C (centres undefined)	1	3	5	2	-4
13	CCCc1nnc(NC(=O)CCC(=O)N2CCN(CCOc3ccc(C)cc3)CC2)s1	1	4	1	-2	0
14	C/C=C\C=C/C(=O)Nc1cccc(C2=NOC3(C2)C[C@@H](C(N)=O)N(C(=O)[C@H]2CCC(=O)N2)C3)c1 (some centres undefined)	4	-18	-8	-7	-7
15	CCOc1c(Br)cc(C(N)=O)cc1OCc1ccccc1	0	-1	4	2	-2
16	Nc1nc(-c2ccccc2)cn1N	5	10	7	-1	-2
17	CS(=O)(=O)N1CC(C(=O)O)Oc2ccc(CC(=O)O)cc21 (centres undefined)	0	3	1	1	-2
18	Cc1cccc(N2CCN(C(=O)CCCCCn3c(=S)[nH]c4ccc(N5CCOCC5)cc4c3=O)CC2)c1C	9	3	1	1	0
19	Cc1ccc(NC(=O)C(=O)NNC(=O)c2cccs2)cc1	4	0	3	1	2
20	Cc1cccc(C(=O)Nc2ccc(N3CCN(S(C)(=O)=O)CC3)cc2)c1	2	2	3	-1	1

nr	PME-1 inh	LYPLA1 inh	Fam108B inh	GSTO1 inh
11	1	-1	1	-3
12	4	-4	3	2
13	4	3	0	-2
14	-11	-6	-5	-3
15	-1	-4	3	-1
16	-2	0	0	0
17	0	2	-6	2
18	5	-2	9	3
19	-4	-3	-2	6
20	0	2	-2	-9

Pulled by structure from the list above (5):
nr	SMILES	pPAFAH FP inh	PAFAH1B3 FP inh	PAFAH1B2 inh	PAFAH2 FP inh	PAD4 FP inh
15	CCOc1c(Br)cc(C(N)=O)cc1OCc1ccccc1	0	-1	4	2	-2
4	CNC(=O)c1cc2cc(Cl)cc(OC)c2oc1=O	0	7	1	2	1
16	Nc1nc(-c2ccccc2)cn1N	5	10	7	-1	-2
5	CCOc1ccc(S(=O)(=O)N2CCCC2)cc1	-1	9	3	6	-5
10	NC(=O)CC(NSc1ccccc1[N+](=O)[O-])C(=O)O (centres undefined)	5	4	5	8	7

nr	PME-1 inh	LYPLA1 inh	Fam108B inh	GSTO1 inh
15	-1	-4	3	-1
4	-2	0	1	3
16	-2	0	0	0
5	0	3	1	-3
10	-1	1	-4	11

Further structures
nr	SMILES	pPAFAH FP inh	PAFAH1B3 FP inh	PAFAH1B2 inh	PAFAH2 FP inh	PAD4 FP inh
21	O=C(O)C1C2C=CC(O2)C1C(=O)NC1CCCc2ccccc21 (centres undefined)	-2	-1	4	2	2
22	CN(C)S(=O)(=O)c1cccc(CSCc2cccc(S(=O)(=O)N(C)C)c2)c1	-1	4	6	5	1
23	Cc1ccc(OCCCCn2cnc3ccccc32)c(C)c1	2	9	9	-1	2
24	CC(=O)NN1C(=O)c2ccccc2NC1c1ccccc1O (centres undefined)	0	5	6	1	3
25	O=C(Nc1ccc(F)cc1)C(=O)C1C(=O)Nc2ccccc21 (centres undefined)	6	-5	3	18	-1
26	CC1CCCN(Cc2ccc(OCc3ccccc3)cc2)C1 (centres undefined)	5	6	-3	4	0
27	COC(=O)C(C)n1cnc2c(nnn2-c2ccc(C)cc2)c1=O (centres undefined)	1	-8	-1	2	0
28	COc1ccc(NC(=S)Nc2cccc(C(C)=O)c2)cc1OC	2	5	6	-3	-8
29	Cc1nc(Cc2nnc(SCc3nc(N)nc(Nc4ccccc4C)n3)o2)cs1	-3	-3	6	4	0
30	CCc1ccccc1NS(=O)(=O)c1ccc2[nH]cc(C(=O)NCc3ccco3)c(=O)c2c1	17	-1	0	1	-7

nr	PME-1 inh	LYPLA1 inh	Fam108B inh	GSTO1 inh
21	2	1	-4	-5
22	7	-5	3	4
23	-3	2	2	-5
24	-2	1	1	6
25	6	2	-7	-7
26	1	2	1	6
27	2	-2	3	0
28	-4	1	3	3
29	-5	0	-2	7
30	-11	-19	-8	-27

Other results follow.
nr	SMILES	pPAFAH FP inh	PAFAH1B3 FP inh	PAFAH1B2 inh	PAFAH2 FP inh	PAD4 FP inh
31	NC(=O)CC(NC(=O)Cc1ccc(Br)cc1)c1ccc(N2CCc3ccccc3C2)c([N+](=O)[O-])c1 (centres undefined)	5	-2	5	6	6
32	COc1ccc(N(Cc2cc3ccc(C)cc3[nH]c2=O)S(=O)(=O)c2ccccc2)cc1	1	-6	5	1	2
33	N=C1C2=C3Sc4ccccc4N3CCCC2=NN1c1cccc(S(=O)(=O)O)c1	23	5	0	12	3
34	O=C(CSc1nnc(-c2ccncc2)o1)N1CCc2ccccc2C1	-4	4	2	2	-2
35	Oc1ccc(N2CCN(c3nnnn3-c3ccccc3)CC2)cc1	6	7	4	-2	-2
36	Cc1ccc(Nc2nnc(SC(C)C(=O)NC3CC3)s2)cc1 (centres undefined)	0	-3	3	-3	1
37	Cc1cc(C)cc(N(CC(=O)NC2CCCC2)C(=O)CCC(=O)Nc2cc(C)ccn2)c1	-1	5	-1	-12	-7
38	CCOC(=O)N1CCN(CC(=O)Nc2c(C(=O)OC)[nH]c3cccc(Cl)c23)CC1	-4	12	1	-1	-3
39	CCc1ccccc1NC(=O)Cn1ccn(-c2ccc(OC)cc2)c(=O)c1=O	-6	-7	-1	-3	-3
40	Cc1ccc(NC(=O)c2cc([N+](=O)[O-])ccc2N2CCOCC2)cc1S(=O)(=O)N(C)C	2	-1	-1	-7	0

nr	PME-1 inh	LYPLA1 inh	Fam108B inh	GSTO1 inh
31	-7	-7	-4	-15
32	5	-11	0	-1
33	9	1	3	-12
34	-7	0	-3	4
35	1	0	4	4
36	-3	-1	x	x
37	-4	-2	0	5
38	1	1	2	-2
39	-1	-1	4	-3
40	9	-2	0	5

Following part:
nr	SMILES	pPAFAH FP inh	PAFAH1B3 FP inh	PAFAH1B2 inh	PAFAH2 FP inh	PAD4 FP inh
41	COc1ccc(-c2nc(CS(=O)CC(=O)NCc3cccnc3)c(C)o2)cc1 (centres undefined)	0	13	3	-3	-3
42	CC(C)C1=NN2C(=N)CC(=O)N=C2S1	2	4	2	11	-5
43	CC(C)(C)C(=O)N1CCn2c1nc1ccccc12	0	1	5	-1	1
44	COc1ccc(NC(=O)CN2C(=O)C(c3ccccc3)=NC23CCCCCC3)cc1	2	2	5	4	-1
45	O=C1CSC(c2cccnc2)N1CCc1ccccn1 (centres undefined)	2	10	3	-3	10
46	COC(=O)c1cc(C(=O)OC)cc(N2C(=O)CC(NNC(=O)c3ccc(C)cc3)C2=O)c1 (centres undefined)	-2	12	5	-8	-1
47	O=C(NCC1(N2CCCCC2)CCCCC1)C1CC(=O)N(c2ccc3c(c2)OCCO3)C1 (centres undefined)	5	-1	1	0	0
48	CCOc1ccc(S(=O)(=O)N2CCOCC2)cc1NC(=O)CSCc1ccc(C)cc1	-4	3	10	2	-6
49	CC(C)NC(=O)N(C)C[C@@H]1Oc2c(NC(=O)Nc3ccccc3)cccc2C(=O)N([C@H](C)CO)C[C@H]1C	4	16	5	-3	1
50	CCN(CC)CC(=O)NCc1cc(-c2ccc(OC)cc2)no1	-4	1	0	3	2

nr	PME-1 inh	LYPLA1 inh	Fam108B inh	GSTO1 inh
41	-1	2	0	3
42	4	3	7	-3
43	0	0	0	-4
44	2	3	1	-1
45	-5	-5	0	7
46	-2	-2	4	-1
47	1	0	-3	-3
48	7	-1	x	x
49	x	x	x	x
50	-8	-1	-4	17

The list continues:
nr	SMILES	pPAFAH FP inh	PAFAH1B3 FP inh	PAFAH1B2 inh	PAFAH2 FP inh	PAD4 FP inh
51	CCOC(=O)N1CCN(C(=O)CCCn2c(=S)[nH]c3ccsc3c2=O)CC1	3	9	3	2	3
52	Clc1cccc(OCCN2CCOCC2)c1	7	1	-2	-6	-3
53	COCCn1nnnc1C(C(C)C)N1CCCC(C)C1 (centres undefined)	-6	5	-3	1	6
54	Cc1ccc(S(=O)(=O)N(Cc2c(F)cccc2Cl)C(=O)N2CCN(C)CC2)cc1	6	6	4	6	-1

nr	PME-1 inh	LYPLA1 inh	Fam108B inh	GSTO1 inh
51	0	1	1	1
52	8	3	-4	-2
53	-6	3	5	-2
54	2	1	-2	3
